Assay outcomes from PubChem BioAssay.
NADH enzymes: inhibitors of PK/LDH coupling enzymes, profiling panel, artefact control, biochemical, MLSMR library | IC50, µM (highest dose often 10 µM), inactives show at the highest dose inhibition | coupled PK/LDH NADH assays, four targets | hit rate 0.02% among 65,000;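 active = single-dose screening hits from any of four coupled enzyme assays that gave an IC50 when retested across doses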;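 note: the DPM-DC format reads NADH fluorescence rather than 340 nm absorbance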
SF-1 act: activators of human SF-1, primary screen, cell-based, CHO-K1, Gal4-SF-1 LBD, luciferase luminescence; AID 522, 2006; CHO-K1 Gal4-SF-1 LBD luciferase reporter; % increase over DMSO SF-1-specific signal; hit rate 1.9% among 65,000; activation, % at 10 µM;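 active = activation above the mean activation of all tested compounds plus 3 SD, cut at about 50% in these data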
Target sequence (Q13285 whole entry, looked up, the tested form may be a part): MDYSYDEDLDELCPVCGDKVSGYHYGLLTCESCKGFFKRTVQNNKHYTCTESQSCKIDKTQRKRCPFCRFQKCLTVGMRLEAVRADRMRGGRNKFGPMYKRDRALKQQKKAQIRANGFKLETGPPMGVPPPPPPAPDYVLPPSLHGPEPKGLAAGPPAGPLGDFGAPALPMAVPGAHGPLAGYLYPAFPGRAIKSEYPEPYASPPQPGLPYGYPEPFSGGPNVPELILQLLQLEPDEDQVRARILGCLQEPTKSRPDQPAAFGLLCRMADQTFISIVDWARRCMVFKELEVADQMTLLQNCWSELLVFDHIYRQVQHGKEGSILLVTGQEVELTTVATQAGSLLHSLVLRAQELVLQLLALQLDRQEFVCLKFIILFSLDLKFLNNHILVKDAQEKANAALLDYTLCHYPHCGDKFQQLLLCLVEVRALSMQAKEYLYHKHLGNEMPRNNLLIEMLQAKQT
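Material: Gal4–SF-1 LBD one-hybrid luciferase reporter in CHO-K1 cells | Amount: 4,000 cells per well | Compound dosing: 10 µM single point, 1% DMSO | Schedule: 20 h compound treatment, 37 °C | Measured by: SteadyLite luciferase luminescence | Evaluation: Percent activation versus DMSO | Control set: DMSO-treated SF-1-transfected cells as negative, DMSO-treated mock-transfected cells lacking SF-1 as background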
MMP-13 inhibitor: human MMP13 inhibitors, primary screen, biochemical, FRET peptide cleavage. MMP-13 fTHP FRET cleavage, Mca fluorescence. hit rate 0.07% among 65,000. inhibition, % at 4 µM;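 active = inhibition above the mean of compound-free control plate wells plus 3 SD, cut at about 14% in these data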;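 note: 0% = DMSO wells and 100% = wells with reference MMP-13 inhibitor after basal subtraction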
RORa activator: activators of orphan receptor RORA, primary screen, cell-based, luminescence; Nuclear receptor ROR-alpha (Homo sapiens), P35398; CHO-K1 Gal4-RORA LBD luciferase reporter; percent increase over mock-subtracted basal signal; activation, % at 10 µM; hit rate 1.5% among 65,000;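 active = activation above the mean of all tested compounds plus 3 SD, cut at about 49% in these data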;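 note: 0% = DMSO-treated RORA cells and 100% = added signal equal to DMSO minus mock-transfected cells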
HTR1E antagonist: 5-HT1E receptor antagonists, primary screen, cell-based, HTS; inhibition, % at 6 µM; AID 571, 2007; CHO 5-HT1E Ga15 NFAT-bla reporter, FRET, antagonist; 5-hydroxytryptamine receptor 1E (Homo sapiens), P28566; hit rate 0.99% among 65,000;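 active = inhibition above a set limit, the mean inhibition across every tested compound plus 3 SD, cut at about 29% in these data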;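 note: signal is the 460 over 535 nm emission ratio of beta-lactamase substrate; 0% = agonist plus DMSO wells and 100% = wells without agonist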
HTR1A agonist: human 5-HT1a receptor agonists, primary screen, cell-based, CHO, Ga15 NFAT-bla reporter. 5-hydroxytryptamine receptor 1A (Homo sapiens), P08908. CHO 5-HT1a Ga15 NFAT-bla reporter, FRET ratio; 0% basal, 100% maximal reference agonist. activation, % at 10 µM. hit rate 0.56% among 65,000. AID 567, 2006;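 active = activation above the screen-wide mean activation plus 3 SD, cut at about 19% in these data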;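 note: 0% = DMSO wells and 100% = 5-CT at EC100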
Target sequence (P08908 whole entry, looked up): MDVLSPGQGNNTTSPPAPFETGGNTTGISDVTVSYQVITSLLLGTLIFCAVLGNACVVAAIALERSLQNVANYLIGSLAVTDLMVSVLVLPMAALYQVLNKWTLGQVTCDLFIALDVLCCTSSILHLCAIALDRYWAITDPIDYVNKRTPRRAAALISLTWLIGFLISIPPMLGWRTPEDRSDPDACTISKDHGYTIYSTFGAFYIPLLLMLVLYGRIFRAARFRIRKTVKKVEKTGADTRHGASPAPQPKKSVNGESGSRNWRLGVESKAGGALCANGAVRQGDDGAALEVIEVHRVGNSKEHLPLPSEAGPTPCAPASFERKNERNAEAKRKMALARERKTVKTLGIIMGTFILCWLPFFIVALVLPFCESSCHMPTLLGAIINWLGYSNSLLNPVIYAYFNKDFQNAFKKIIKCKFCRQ
HTR1E agonist: 5-HT1E receptor agonists, primary screen, cell-based, HTS | 5-hydroxytryptamine receptor 1E (Homo sapiens), P28566 | CHO 5-HT1E Ga15 NFAT-bla reporter, FRET; 0% DMSO wells, 100% control agonist wells | activation, % at 6 µM | hit rate 0.69% among 65,000;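 active = activation above a set limit, the screen-wide mean activation plus 3 SD, cut at about 8.5% in these data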;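 note: 100% = positive control agonist at 1 µM giving full maximal response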
5HT1a antag: human 5-HT1a receptor antagonists, primary screen, cell-based, CHO, Ga15 NFAT-bla reporter. 5-hydroxytryptamine receptor 1A (Homo sapiens), P08908. CHO 5-HT1a Ga15 NFAT-bla reporter, antagonist mode. inhibition, % at 10 µM. hit rate 0.68% among 62,000. AID 612, 2007;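 active = inhibition above the mean of all tested compounds plus 3 SD, cut at about 43% in these data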;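 note: receptor stimulated by 5-CT agonist at 100 nM near EC80; beta-lactamase reporter measured by ratiometric fluorescence of a cleavable substrate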
tolC growth inh: growth inhibitors of E. coli tolC mutant, primary screen, strain BW25113 ΔtolC::kan, 384-well. OD615. growth inhibition, % at 10 µM (by protocol). hit rate 2.2% among 65,000;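 active = growth inhibition at or above a cutoff equal to the mean over every tested compound plus 3 SD, cut at about 60% in these data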;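 note: growth measured after 20 h incubation at 37 °C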
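Material: E. coli BW25113 ΔtolC::kan, tolC deletion mutant strain. Measure: percent growth inhibition. Schedule: 37 °C, 20 h exposure. Doses: single-point testing at 10 µM. Signal: A615 absorbance measurement. Buffer or medium: kanamycin-containing LB broth (50 µg/mL).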
Starred values were filed as active, the others as inactive; . = not tested or not shown; & = joins results of further samples; [ ] = dose if it differs, or a comment.

SMILES	NADH enzymes	SF-1 act	MMP-13 inhibitor	RORa activator	HTR1E antagonist	HTR1A agonist	HTR1E agonist	5HT1a antag	tolC growth inh
N#CC1=C2SCN(Cc3ccco3)CN2C(=O)CC1c1c(F)cccc1Cl (centres undefined)	5%	-6	-3	-8	0	-0.9	1.1	20	-13
CC1=C(C(=O)OCc2ccc3c(c2)OCO3)C(c2ccc(F)cc2)NC(=O)N1 (centres undefined)	6%	-17	0	-19	29*	-2.6	-1.5	22	.
COc1ccc(C(=O)N2CCCC(c3nc(-c4ccc(OC)c(OC)c4)no3)C2)c(OC)c1 (centres undefined)	5%	6	3	-21	-4	20*	0.5	-11	16
COc1ccccc1NC(=O)c1ccccc1-c1nc(-c2ccccc2OC)no1	6%	-5	1	-6	4	-0.6	-1.1	-1	36
Cn1ncc2c(NCc3ccccc3)ncnc21	2%	3	-1	8	11	-0.6	-0.5	-2	-13
FC(F)(F)c1cnc2c(c1)Nc1ccccc1S2	4%	37	-6	28	-11	0.0	0.3	8	7
COC(=O)c1ccc(COc2ccc(-c3nn[nH]n3)cc2)cc1	3%	24	6	2	0	-3.6	0.6	-1	26
Cc1cccc(Cn2c(SCCO)nc3c2c(=O)n(C)c(=O)n3C)c1	9%	4	5	-8	-1	-0.7	-1.1	-1	8
COc1ccc(C2CC(c3ccc(OC)cc3)n3nc(NC(=O)c4ccco4)nc3N2)cc1 (centres undefined)	1%	15	-7	1	3	-0.1	-0.1	4	43
CCN(CC)S(=O)(=O)c1ccc(Cl)c(C(=O)Oc2cccnc2)c1	2%	-8	-2	12	2	-1.8	-1.1	1	-3
O=C1NC(=O)C(CC(=O)N(Cc2ccco2)C2(C(=O)NC3CCCCC3)CCCCC2)N1 (centres undefined)	5%	6	3	-17	-9	-0.7	-0.2	0	3
O=C(NCC(c1cccnc1)N1CCN(c2ccc(F)cc2)CC1)c1ccc2c(c1)OCO2 (centres undefined)	4%	-17	1	-3	15	-3.2	-0.1	-3	-7
O=C(C1CC1)N1CCN=C1SCc1ccc(Cl)cc1	6%	-29	2	-16	-5	0.1	0.3	13	-5
CC(C)OCCCNC(=O)CCN1C(=O)COc2ccccc21	7%	0	-2	-7	-104	-0.7	-0.8	2	-9
COCc1cc(C)nc(Nc2ccc(C)c(C)c2)c1C#N	2%	4	-4	22	-4	-0.9	0.4	-9	-15
CNc1oc(-c2ccccc2Cl)nc1C#N	9%	6	-22	32	-8	-2.8	-0.2	.	15
CCCCCC#CCC#CCC#CCC#CCCCC(=O)O	4%	-4	0	-10	1	-0.7	0.0	.	9
C/C(Cl)=C/Cn1c(SCC(C)C)nc2c1c(=O)[nH]c(=O)n2C	6%	-6	2	21	6	-0.2	-1.0	4	19
CCCCCOC(=O)C1[C@H]2C(=O)N(c3ccccc3CC)C[C@]23C=C[C@H]1O3 (some centres undefined)	7%	-5	1	1	-8	0.1	0.0	-19	5
Cc1nnc(C)n1/N=C/c1cccn1C	0%	16	4	-8	-13	-3.4	-0.1	.	7

Random excerpt: 2 records from the list, in no set order.
SMILES	NADH enzymes	SF-1 act	MMP-13 inhibitor	RORa activator	HTR1E antagonist	HTR1A agonist	HTR1E agonist	5HT1a antag	tolC growth inh
CC(C)OCCCNC(=O)CCN1C(=O)COc2ccccc21	7%	0	-2	-7	-104	-0.7	-0.8	2	-9
C/C(Cl)=C/Cn1c(SCC(C)C)nc2c1c(=O)[nH]c(=O)n2C	6%	-6	2	21	6	-0.2	-1.0	4	19

The listing picks up; the 4 compounds before the break are reprinted first.
SMILES	NADH enzymes	SF-1 act	MMP-13 inhibitor	RORa activator	HTR1E antagonist	HTR1A agonist	HTR1E agonist	5HT1a antag	tolC growth inh
CCCCCC#CCC#CCC#CCC#CCCCC(=O)O	4%	-4	0	-10	1	-0.7	0.0	.	9
C/C(Cl)=C/Cn1c(SCC(C)C)nc2c1c(=O)[nH]c(=O)n2C	6%	-6	2	21	6	-0.2	-1.0	4	19
CCCCCOC(=O)C1[C@H]2C(=O)N(c3ccccc3CC)C[C@]23C=C[C@H]1O3 (some centres undefined)	7%	-5	1	1	-8	0.1	0.0	-19	5
Cc1nnc(C)n1/N=C/c1cccn1C	0%	16	4	-8	-13	-3.4	-0.1	.	7
Cc1ccc2nc(NC(=O)COC(=O)c3ccco3)sc2c1	6%	30	4	61*	-8	-1.3	0.0	-6	6
O=C(CN1CCCCCC1)NCCc1ccc(F)cc1	14%	3	3	5	7	0.0	-0.8	-7	-16
CCCS(=O)(=O)N1CCCC(C(=O)N2CCN(c3ccccc3)CC2)C1 (centres undefined)	3%	-4	1	-12	5	-1.5	0.2	-3	-13
Cc1cc(NCc2ccccc2)nc(-c2ccccc2O)n1	9%[fluoresces]	21	-38	-2	10	-1.1	-0.4	21	6
COC(=O)c1ccc(COc2ccc(C3C4=C(CCCC4=O)Nc4onc(C)c43)cc2)cc1 (centres undefined)	5%	10	-32	8	-2	-3.2	0.2	-12	40
O=C(c1ccco1)N1CCN(c2ncccn2)CC1	5%	18	-7	23	-5	3.5	1.2	-1	-1
CCN(CC(=O)Nc1ccc(S(N)(=O)=O)cc1)S(=O)(=O)c1cc(C)ccc1OC	12%	-5	0	9	3	0.0	0.9	-13	11
Cc1cccnc1NC(=O)C(C)Oc1ccccc1 (centres undefined)	2%	-3	-2	-24	2	0.2	0.0	8	-19
COc1c(F)c(F)c(C(=O)Nc2ccc(NC(=O)c3ccco3)cc2)c(F)c1F	10%	11	3	-10	17	-1.4	-1.3	22	2
Cc1cc(=O)[nH]c(SCc2cccc(Br)c2)n1	5%	-13	2	-9	-1	-0.8	-0.5	12	17
CC(C)NC(=O)CCS(=O)(=O)c1ccc(Br)s1	0%	3	3	-21	4	-0.8	0.4	-3	-29
Cc1ccc(-n2nnnc2SC(C)C(=O)Nc2ccc(Cl)cn2)cc1 (centres undefined)	1%	-2	6	-3	-3	-2.2	-0.5	15	48
COc1cc(C2C3=C(CC(C)(C)CC3=O)Nc3c2c(=O)[nH]c(=O)n3Cc2ccccc2)ccc1O (centres undefined)	13%&2%	0	8	7	3	2.4	1.2	8	9
N#CC1=C(N)OC2=C(C(=O)CCC2)C1c1ccccc1 (centres undefined)	5%	-7	1	-13	0	-1.0	-0.7	-7	-5
CCOC(=O)CCCNC(=O)CCNC(=O)c1ccc(OC)cc1	2%	-4	-1	-3	-8	-3.3	-0.1	-1	-2
CCCCN(CC)S(=O)(=O)c1ccc(C(=O)Nc2nnc(COC)o2)cc1	5%	-23	1	-18	-8	-2.4	0.1	3	88*
CCCc1cc(C(=O)Nc2sc(C)c(CC)c2C#N)no1	2%	15	1	0	-15	-4.6	-0.2	-24	25
O=C(CCN1C(=O)C2C3C=CC(C3)C2C1=O)Nc1ccc(F)cc1 (centres undefined)	2%	-1	2	6	-2	-1.8	-0.8	0	-11
COc1ccc(CCNC(=O)c2cc(-c3ccccc3OC)on2)cc1OC	2%	17	2	18	3	0.6	1.3	-7	0
CN1C(=O)/C(=C2/C=CC=CN2C)OC1=S	1%	8	-6	-1	-8	-3.7	-0.2	-11	-2
CS(=O)(=O)N(CC(=O)NCc1ccco1)c1cc(C(F)(F)F)ccc1Cl	5%	1	0	-30	-1	-2.5	-1.5	-3	8
O=C1CCC(=O)N1CN(C(=O)c1ccco1)c1ccccc1	6%	15	3	-2	-6	-1.5	0.1	10	-5
CCN(CC)S(=O)(=O)c1ccc(C(=O)OCn2nnc3ccccc3c2=O)cc1	8%	-7	4	-19	-1	0.4	0.3	-9	23
Cc1ccc(C)c(Cn2nnc3c(=O)[nH]c(C4CCCN(C(=O)CC(C)C)C4)nc32)c1 (centres undefined)	5%	-12	-7	-3	-1	3.4	-0.9	1	8
O=C(CCN1CCCCC1)NCC1OCCc2ccccc21 (centres undefined)	5%	-8	4	-20	2	-4.0	-0.4	3	-5
c1csc(-c2nn3c(Cn4cnc5ccccc54)nnc3s2)c1	5%	3	-13	-1	-4	-0.3	0.4	-2	8
COc1cccc(Oc2ccc(N)cc2)c1	2%	41	0	28	-6	-1.3	-0.4	16	29
COC(=O)c1ccc(OC(=O)c2ccc(OCc3c(C)noc3C)c(OC)c2)cc1	8%	9	-8	14	0	-1.6	-1.2	0	11
COc1ccc(OC)c(NC(=O)CCN2CCN(Cc3ccccc3)CC2)c1	6%	0	3	-2	6	0.9	1.1	4	-30
O=C(CN1CCc2ccccc21)Nc1ccc2c(c1)OCO2	6%	3	2	2	-2	-1.6	-0.9	-2	1
CCc1cccc(NC(=O)NC2CCCCC2)c1	2%	30	0	-1	-1	-2.4	-0.9	11	14
Cc1ccc(CN2CCN(C(=O)CCN3C(=O)c4ccccc4C3=O)CC2)cc1	0%	-6	-3	-13	-13	0.1	0.6	-4	-6
COCCCNC(=O)C1CC(=O)N(c2ccc(C)cc2)C1 (centres undefined)	7%	-12	-1	6	-8	-2.2	-1.2	-4	-25
CCOC(=O)N1CCC(C(N)=O)CC1	5%	10	-1	-1	4	-3.2	-1.2	-5	-18
CC(C)C(=O)Nc1ccc(Nc2ccccc2)cc1	0%	12	-1	34	-1	-2.6	-0.6	5	-11
CN(C)C=Nc1ncc2c3ccccc3n(Cc3ccccc3)c2c1C#N	3%[fluoresces]	-17	-5	-4	7	-2.6	-0.4	-1	-15

Some of the entries so far, as a markdown table.
| compound | NADH enzymes | SF-1 act | MMP-13 inhibitor | RORa activator | HTR1E antagonist | HTR1A agonist | HTR1E agonist | 5HT1a antag | tolC growth inh |
| --- | --- | --- | --- | --- | --- | --- | --- | --- | --- |
| O=C(CCN1CCCCC1)NCC1OCCc2ccccc21 (centres undefined) | 5% | -8 | 4 | -20 | 2 | -4.0 | -0.4 | 3 | -5 |
| c1csc(-c2nn3c(Cn4cnc5ccccc54)nnc3s2)c1 | 5% | 3 | -13 | -1 | -4 | -0.3 | 0.4 | -2 | 8 |
| COc1cccc(Oc2ccc(N)cc2)c1 | 2% | 41 | 0 | 28 | -6 | -1.3 | -0.4 | 16 | 29 |
| COC(=O)c1ccc(OC(=O)c2ccc(OCc3c(C)noc3C)c(OC)c2)cc1 | 8% | 9 | -8 | 14 | 0 | -1.6 | -1.2 | 0 | 11 |

Hits appear at their usual frequency; about 7.2% have a hit in one of these screens.
